Assay outcomes (PubChem)
D1 ag: human D1 receptor agonism. activation, % at 2 µM. HEK293 T-REx D1 cells, calcium flux, agonist mode. AID 504660. P21728. actives 1% (n = 360,000); further: 0% is about no effect
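Tetracycline-induced HEK293 TREx D1 cells, force-coupled to calcium signalling, were dye-loaded with a no-wash calcium kit. Compound was pin-added after a 10 s baseline. Fluorescence was read kinetically at 1 cycle/s for 180 s, with calcium rises flagged as agonism.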
TRHR enhancer: allosterically enhances the human TRH receptor; actives 0.66% (n = 360,000); TRHR cells, fluo-8 calcium fluorescence, EC20 TRH enhancement; enhancement, % at 2 µM; in the data active means enhancement above about 30%; further: 0% is about no effect
Target sequence (P34981 whole entry, looked up): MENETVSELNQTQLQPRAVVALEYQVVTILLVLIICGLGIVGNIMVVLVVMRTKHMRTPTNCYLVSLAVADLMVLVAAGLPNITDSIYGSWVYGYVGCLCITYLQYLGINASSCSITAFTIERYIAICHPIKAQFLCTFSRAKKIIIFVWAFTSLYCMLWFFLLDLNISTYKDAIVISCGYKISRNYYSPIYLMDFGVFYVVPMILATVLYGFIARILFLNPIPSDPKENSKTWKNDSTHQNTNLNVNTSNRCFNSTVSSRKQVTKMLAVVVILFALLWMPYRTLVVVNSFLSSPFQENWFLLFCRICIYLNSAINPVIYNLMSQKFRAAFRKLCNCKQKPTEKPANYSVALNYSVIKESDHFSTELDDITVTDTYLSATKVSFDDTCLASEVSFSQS
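Enhancer read-out: after compound pinning and an initial kinetic agonist-mode read, an EC20 of TRH (10 nM final) was injected and fluo-8 calcium signal (Ex 480/Em 530) followed at 1 s/cycle for 100 cycles in TRHR-expressing cells.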
D1 PAM: enhances dopamine response at the human D1 receptor. P21728. HEK293 TREx D1 cells, calcium flux, dopamine EC20 potentiation. potentiation, % at 10 µM. actives 0.036% (n = 360,000); in the data active means potentiation above about 30%; further: 0% is about no effect
D1 antag: blocks dopamine activation of the human D1 receptor | P21728 | HEK293 TREx D1 cells, calcium flux, dopamine EC80; hits give low values | activity change, negative = inhibition, % at 10 µM | actives 3.2% (n = 360,000) | AID 504652; in the data active means activity change below about -30%; further: on the % scale 0 is the no-effect control and ±100 the full control effect
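Calcium flux readout: force-coupled, inducible Hek293 Trex D1 line, cells induced overnight at 30 C with tetracycline, dye-loaded 30–90 min at RT. Antagonism scored against EC80 dopamine challenge given 180 s after compound.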
RXFP1 antag: antagonists of human relaxin receptor RXFP1. Q9HBX9. HEK293-RXFP1, relaxin-stimulated cAMP HTRF, 30 min; hits give low values. activity change, negative = inhibition, % at 57.5 µM. actives 0.59% (n = 350,000). AID 1259400;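 active means activity change of -60% or lower, but not beyond a set lower limit; inconclusive means change between -60% and -40%, or beyond the set limit; inactive means change above -40%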; further: on the % scale 0 is the no-effect control and ±100 the full control effect
D2 agonist: activates the human D2 dopamine receptor | P14416 | HEK293 T-REx D2 cells, calcium flux agonist mode | activation, % at 2 µM | actives 0.53% (n = 340,000) | AID 485358;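 active means activation over 3 SD above normal in the single-dose calcium agonist read, cut at about 30% in these data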; further: 0% is about no effect
Target sequence (P14416 whole entry, looked up): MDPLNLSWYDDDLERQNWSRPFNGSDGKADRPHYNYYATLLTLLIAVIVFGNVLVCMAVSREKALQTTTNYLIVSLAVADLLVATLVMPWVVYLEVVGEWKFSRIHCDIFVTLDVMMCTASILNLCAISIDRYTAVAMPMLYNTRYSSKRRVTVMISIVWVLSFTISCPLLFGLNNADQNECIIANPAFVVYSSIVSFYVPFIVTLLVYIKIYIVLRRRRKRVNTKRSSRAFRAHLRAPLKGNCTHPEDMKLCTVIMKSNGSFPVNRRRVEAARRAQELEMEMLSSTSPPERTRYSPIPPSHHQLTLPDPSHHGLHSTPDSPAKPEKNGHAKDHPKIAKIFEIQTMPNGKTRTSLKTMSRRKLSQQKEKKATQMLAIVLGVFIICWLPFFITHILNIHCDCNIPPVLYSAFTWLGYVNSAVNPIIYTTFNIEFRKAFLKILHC
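Calcium-flux readout, 1 cycle/sec over 180 s following compound pin transfer, in inducible HEK293 Trex D2 cells (force-coupled); dopamine controls included. Positive calcium responses during this window marked compounds as potential agonists.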
D2 antag: antagonizes the human D2 dopamine receptor; P14416; HEK293 TREx D2 cells, calcium flux, dopamine EC80; inhibition, % at 10 µM; actives 2% (n = 340,000); in the data active means inhibition above about 30%; further: 0% is about no effect
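HEK293 T-REx D2 cells, tet-induced, calcium dye no-wash. Cpd pintool add, 180 s kinetic, then EC80 DA, 180 s kinetic. Ca flux read.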
D2 PAM: positively modulates the human D2 dopamine receptor allosterically; P14416; HEK293 T-REx D2, calcium flux, EC20 dopamine potentiation; potentiation, % at 10 µM; actives 0.34% (n = 340,000); AID 485347;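 active means potentiation over 3 SD above the plate norm, cut at about 30% in these data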; further: 0% is about no effect
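Potentiation of an EC20 dopamine calcium response measured kinetically over 180 s, after a preceding 180 s compound-only read flagging agonists. Cells: inducible Hek293 Trex D2 line, 4000/well, cultured overnight at 30 C before dye loading.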
TRHR ag: TRH receptor (human) agonism; P34981; TRHR cells, calcium flux fluo-8, FDSS agonist mode; activation, % at 2 µM; actives 0.18% (n = 360,000); AID 493084; further: 0% is about no effect
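Fluo-8-loaded TRHR cells; 10 s baseline, compound added, kinetic Ca2+ fluorescence read 1/s, agonist mode.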
The depositor's hits bear a star; ? = inconclusive; . = no result given. Unless noted, no stated cut-off is given here; in the data, active means activation above about 30%; inactive means the rest.

Start of the listing, in advance:
Below each compound – D1 ag	TRHR enhancer	D1 PAM	D1 antag	RXFP1 antag	D2 agonist	D2 antag	D2 PAM	TRHR ag
> CCCNc1nc2c(c(=O)n(C)c(=O)n2C)n1Cc1ccc(F)cc1
 : 4	0	5	8	.	-0.3	-1	2	-1.7
> COc1ccc2sc(NCc3ccccc3)nc2c1
 : 0	-6	-10	-11	-2	.	.	.	-0.1
> CCn1cc(C(=O)N2CCN(c3ccccc3)CC2)c(=O)c2cc(S(=O)(=O)N3CCCC3)ccc21
 : -1	-3	8	1	-8	0.2	.	-1	-0.8

All compounds of this part (from the top)
Below each compound – D1 ag	TRHR enhancer	D1 PAM	D1 antag	RXFP1 antag	D2 agonist	D2 antag	D2 PAM	TRHR ag
> CCCNc1nc2c(c(=O)n(C)c(=O)n2C)n1Cc1ccc(F)cc1
 : 4	0	5	8	.	-0.3	-1	2	-1.7
> COc1ccc2sc(NCc3ccccc3)nc2c1
 : 0	-6	-10	-11	-2	.	.	.	-0.1
> CCn1cc(C(=O)N2CCN(c3ccccc3)CC2)c(=O)c2cc(S(=O)(=O)N3CCCC3)ccc21
 : -1	-3	8	1	-8	0.2	.	-1	-0.8
> C/C(N)=C(/C#N)C(=O)CSc1n[nH]c(-c2cccs2)n1
 : 2	-2	-2	-18	-11	0.3	0	-10	1.5
> COc1ccc(-c2cc(C(=O)Nc3nc4c(C)cccc4s3)c3ccccc3n2)cc1OC
 : 2	3	-10	-3	-5	.	.	.	2.1
> Cc1ccc(C2Nc3cccc4cccc(c34)N2)cc1
 : 6	7	1	9	12	0.2	-8	-5	0.0
> COc1ccc(-c2nnc(SCC(=O)N3CCOCC3)n2C)cc1OC
 : 2	12	0	14	7	0.0	-18	2	-0.3
> COc1ccc2nc(SC(C(=O)c3ccccc3)c3ccccc3)nc(C)c2c1 (configuration not stated)
 : 1	5	-4	17	-6	1.1	-14	-4	0.6
> CC(C)(C)c1ccc(C(=O)OC/C(O)=C(\C#N)c2nc3ccccc3s2)cc1
 : 10	-3	-10	-75*	-18	2.4	23	14	0.9
> CCCc1c(NC(=O)Nc2ccc(Cl)cc2Cl)cnn1-c1ccccc1
 : 18	4	-3	-8	-9	0.2	-7	-5	0.4

Next entries.
Below each compound – D1 ag	TRHR enhancer	D1 PAM	D1 antag	RXFP1 antag	D2 agonist	D2 antag	D2 PAM	TRHR ag
> NC(=O)c1ccc(NC(=O)COC(=O)/C=C/c2cn(-c3ccccc3)nc2-c2cccnc2)cc1
 : 3	0	4	-4	?	0.7	12	4	-0.1
> CCOc1ccc(CCNC(=O)COC(=O)c2ccccc2O)cc1OCC
 : 3	-7	-1	-11	-9	-0.5	-7	-1	-1.1
> O=C(CCCN1C(=O)c2cccc3cccc(c23)C1=O)NCc1cccs1
 : 1	1	10	0	-1	2.2	-10	-2	-0.5
> O=C(Cn1c(=O)cnc2ccccc21)N1CCCc2ccccc21
 : -4	4	3	12	-4	1.6	19	8	1.0
> N/C(=N\OC(=O)c1cc(-c2ccccc2)nc2ccccc12)c1ccccn1
 : 1	3	1	4	3	-2.1	24	-2	-1.3
> Cc1nc2c(-c3ccccc3)c(C)nn2c(SCC(N)=O)c1Cc1ccccc1
 : -1	34*	-3	10	-1	0.5	-20	-1	0.4
> O=C(Nc1ccc(Cl)c(Cl)c1)c1ccc2c(c1)OCO2
 : 6	-3	-3	-5	?	-1.6	-26	-34	0.2
> CCCCC(=O)Nc1cc(-c2nc3ccccc3o2)ccc1OC
 : 0	-6	1	-1	.	-1.3	.	-5	-0.8
> CC(=O)C1=C(O)C(=O)N(c2cccnc2)C1c1ccc([N+](=O)[O-])cc1 (configuration not stated)
 : 6	2	5	2	.	0.0	-2	1	0.6
> Cc1ccc2nc(-c3ccc(SCC(=O)O)nc3)[nH]c2c1
 : 1	1	1	-2	1	0.8	-3	9	0.4

Brought forward from above: 3 entries, then new ones.
Below each compound – D1 ag	TRHR enhancer	D1 PAM	D1 antag	RXFP1 antag	D2 agonist	D2 antag	D2 PAM	TRHR ag
> CCCCC(=O)Nc1cc(-c2nc3ccccc3o2)ccc1OC
 : 0	-6	1	-1	.	-1.3	.	-5	-0.8
> CC(=O)C1=C(O)C(=O)N(c2cccnc2)C1c1ccc([N+](=O)[O-])cc1 (configuration not stated)
 : 6	2	5	2	.	0.0	-2	1	0.6
> Cc1ccc2nc(-c3ccc(SCC(=O)O)nc3)[nH]c2c1
 : 1	1	1	-2	1	0.8	-3	9	0.4
> Cc1nn(C(C)C(=O)Nc2ccc3c(c2)OCO3)c(C)c1[N+](=O)[O-] (configuration not stated)
 : 1	2	-4	0	0	-1.4	0	6	0.5
> CCOc1cc(-c2cc(-c3ccc(C)cc3)nc(N)c2C#N)ccc1O
 : 2	0	-8	-6	1	0.9	1	0	0.5
> CCN1N=C(c2ccccc2)CCC1=O
 : 1	2	-6	-3	1	0.5	8	-8	0.0
> COC(=O)c1cncc(O)c1
 : 1	4	-6	0	-8	0.3	-8	5	0.6
> CC(=O)Nc1ccc(NC(=O)c2cc(S(=O)(=O)N3CCCCC3)ccc2C)cc1
 : 1	2	-9	0	3	-0.2	10	-7	0.6
> COc1ccc(NC(=O)CCNC(=O)c2ccco2)cc1S(=O)(=O)N(C)C
 : 3	9	1	5	-6	0.3	-4	17	0.3
> O=C(NCc1ccc(-c2csnn2)cc1)C1CC1
 : 2	-3	1	-16	11	0.0	7	-3	0.0
> CC(C)(C)OC(=O)N1CCC(C(=O)N2CCCCCC2)CC1
 : 0	15	8	-3	-1	17	26	-14	6.9
> CN1/C(=C/C=C(C#N)C#N)C(C)(C)c2ccccc21
 : 116*	5	12	5	1	0.3	-4	6	0.0
> COc1ccc(NC(=O)c2cc(=O)[nH]c3ccccc23)cc1
 : 1	-5	-4	-23	-1	-0.7	5	6	-0.7

Remaining list, next part
Below each compound – D1 ag	TRHR enhancer	D1 PAM	D1 antag	RXFP1 antag	D2 agonist	D2 antag	D2 PAM	TRHR ag
> CC(CCc1ccccc1)NC(=O)COC(=O)C12CC3CC(CC(Br)(C3)C1)C2 (configuration not stated)
 : 12	-1	0	-14	-26	0.8	0	6	0.4
> Cc1cccc(N(NC(=O)C(C)(C)O)C(=O)c2ccccc2)c1
 : 2	4	8	0	1	-0.6	21	7	0.4
> CC(C)(C)c1ccc(C(=O)NC(=S)Nc2nc3c(s2)CCCC3)cc1
 : 1	2	-4	-12	-2	0.1	-9	16	-0.3
> Cc1[nH]c2ccccc2c1/C=C/C(=O)c1ccncc1
 : 55*	8	-6	7	-1	-0.5	6	19	-1.3
> O=C(NNC(=S)NCc1ccco1)c1ccccc1Br
 : 6	13	-1	8	1	-0.1	-20	10	-0.2
> CCOC(=O)c1cc(-c2ccccc2C)n(Cc2cc(C)no2)n1
 : -4	4	-1	.	.	0.3	9	16	-0.7
> CC(=O)c1cc(C(c2csc(C(C)=O)c2)c2csc(C(C)=O)c2)cs1
 : 5	8	-6	3	-12	-0.3	-4	5	0.1
> COc1ccccc1N1CCN(C(=O)c2oc3ccccc3c2C)CC1
 : 1	4	-1	6	-13	0.0	-6	4	-0.2
> C#CCOCCOCCOCCNc1nc(N2CCN(C(=O)CCCCCCCCCCNC(=O)Cn3cc(C[C@@H](C)O)nn3)CC2)nc(N2CCN(C(=O)CCCCCCCCCCNC(=O)[C@@H](CCC(=O)O)n3cc(CCCCCN)nn3)CC2)n1
 : 32*	2	-1	5	.	-1.7	2	1	0.4
> O=C(CN(Cc1ccc(F)cc1)C(=O)Cn1nnc2ccccc21)NCC1CCCO1 (configuration not stated)
 : -1	5	-2	0	10	0.7	-9	14	-0.1

(list continues)
Below each compound – D1 ag	TRHR enhancer	D1 PAM	D1 antag	RXFP1 antag	D2 agonist	D2 antag	D2 PAM	TRHR ag
> CCn1ncc(/C=C/C(=O)C2CC2)c1C
 : 2	3	-3	8	-5	1.2	7	13	0.4
> Cc1ccc(S(=O)(=O)NCCC(=O)OCC(=O)N2CCCC2=O)cc1C
 : 3	-2	6	-1	-6	0.3	-5	21	0.3
> COc1cccc(CN2CCNC(=O)C2CC(=O)N(C)CCc2ccccn2)c1OC (configuration not stated)
 : -1	-3	1	-5	.	0.1	-12	5	0.8
> COc1ccccc1CNC(=O)c1[nH]c(C)c(C(C)=O)c1C
 : 6	-6	-11	-12	-16	-0.5	-34	-5	-0.2
> CSc1ccc(C2c3c(-c4ccccc4O)n[nH]c3C(=O)N2Cc2ccncc2)cc1 (configuration not stated)
 : 1	-3	3	-2	-29	.	.	22	-0.9
> COc1ccc2cc(OC)c(C(=O)N3CCOCC3)cc2c1
 : 2	1	4	-14	7	0.8	-2	2	0.3
> CCOC(=O)c1cnc(SCc2nc(N)nc(Nc3ccc(OC)cc3)n2)nc1N
 : 1	11	-5	1	0	-0.1	-6	-2	-0.4
> Cc1cc(C)n(-c2nc3c(c(=O)[nH]c(=O)n3C)n2CC(O)COc2ccccc2C)n1 (configuration not stated)
 : 2	5	6	14	17	-0.8	13	10	-0.2
> Cc1ccc(NC(=O)c2oc3ccccc3c2NC(=O)C2CCCO2)cc1C (configuration not stated)
 : 2	-7	6	10	-8	-1.4	0	0	0.3
